# TcdB inh: TcdB glycohydrolase inhibition; P18177; TcdB glycohydrolase enzymatic assay, plate reader; inhibition, % at 9.99 µM; 350,000 compounds, 0.24% hits; AID 652162; in the data active = inhibition above about 10%
# PrPC TRFRET: reduces human prion protein on the cell surface; cell surface PrPC, TR-FRET read-out; 370,000 compounds, 0.43% hits; inhibition, % at 13.8 µM; P04156; in the data active = inhibition above about 24%; also: 0% = median of the test wells and 100% = reference compound wells
# Anthrax LF inh2: inhibitors of Bacillus anthracis lethal factor protease; P15917; multiplex microsphere protease cleavage assay, LF; inhibition, % at 10 µM; 360,000 compounds, 0.12% hits; AID 588501; also: plate controls were buffer without enzyme for full effect and enzyme alone for no effect
# Y pestis TopoI: Y. pestis Topo-I inhibition via cleavage products; Y. pestis Topo-I cleavage product accumulation, plate reader; activity, % at 10 µM; 360,000 compounds, 0.064% hits; in the data active = activity above about 50%, passing the limit was not always enough; inconclusive = no clear call, values can overlap the other calls; also: inactives centre near 2
# PriA SSB inh: K. pneumoniae PriA-SSBct interaction inhibition; 430,000 compounds, 0.6% hits; AlphaScreen SSBct-PriA binding, biotinylated peptide; AID 1272365; inhibition, % at 33 µM; in the data active = inhibition mostly above about 37%, no sharp cut-off; inactive = mostly below about 20%;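 also: plate controls were negative control peptide for no effect and reference peptide for full effect; strong numbers were not always called active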
# SARS 3CLpro inh: SARS-CoV 3CLpro protease inhibition | P0C6X7 | inhibition, % at 6 µM | AID 1706 | 290,000 compounds, 0.14% hits | recombinant SARS-CoV 3CLpro, quenched FRET peptide cleavage; in the data active = inhibition above about 12%
# PfHsp40 yeast: compounds rescuing yeast from Plasmodium falciparum HSP40 toxicity. S. cerevisiae expressing PfHsp40, growth rescue, ATP luminescence. growth rescue, % at 12.5 µM. 340,000 compounds, 0.68% hits. AID 504582; in the data active = growth rescue above about 28%, passing the limit was not always enough; inconclusive = no clear call, values can overlap the other calls;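 also: yeast W303a lacking pdr1 and pdr3 grown in galactose medium; growth measured after three days at 30 °C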
# BoNT A protease: inhibitors of Botulinum neurotoxin A light chain protease; multiplex microsphere protease substrate cleavage, flow cytometry; inhibition, % at 10 µM; 360,000 compounds, 0.17% hits; AID 588499; also: plate controls were buffer without enzyme for full effect and enzyme alone for no effect
# Vc quorum ag: induces V. cholerae light production without autoinducers. AID 588436. 350,000 compounds, 0.16% hits. V. cholerae BH1578 lux reporter, luminescence, 6 h. activation, % at 18.7 µM; in the data active = activation mostly above about 9.7%, no sharp cut-off; inconclusive = no clear call, values can overlap the other calls; inactive = mostly below about 3.7%; also: not every result past the cut was called active; inactives centre near 0; reference of the scale not given here
# * = called active by the depositor; i = inactive; ? = inconclusive; / = not tested or not shown; + = active, no number; & = joins results of further samples. Rule as the data show it, unless noted: active = inhibition above about 30%; inconclusive = no clear call, values can overlap the other calls; inactive = below that. Not all compounds are listed, so the mix of outcomes need not match the whole.
SMILES,TcdB inh,PrPC TRFRET,Anthrax LF inh2,Y pestis TopoI,PriA SSB inh,SARS 3CLpro inh,PfHsp40 yeast,BoNT A protease,Vc quorum ag
CC(=O)OC(C)(C)/C=C/C(=O)[C@](C)(O)[C@H]1[C@H](O)C[C@@]2(C)[C@@H]3CC=C4[C@H](C[C@H](O)C(=O)C4(C)C)[C@]3(C)C(=O)C[C@]12C,/,/,-5,9,/,0,1.0,-0.2,-2.9
Cc1cc(NC(=O)COC(=O)CNC(=O)c2cccs2)c([N+](=O)[O-])cc1C,0.9,-10,-1,2,16,/,-0.9,3.3,-2.5
Cc1ccc(C2OC3=C(C(=O)CC(C)(C)C3)C(N)=C2C#N)o1 (stereo not given),1.1,4,-2,5,3,1,-1.8,-0.4,-1.1
O=C(OCC#CCSc1nnc(-c2ccccc2)o1)c1cc2ccccc2o1,/,6,-3,-2,-4,0,0.8,-0.3,i
COc1ccc(C)cc1S(=O)(=O)N1CCN(c2cccc(C(F)(F)F)c2)CC1,/,-1,1,41,-1,5,1.0,0.7,-5.0
CCC(C)c1ccccc1N=Cc1ccc2c(c1)OCO2 (stereo not given),1.3,5,-3,5,-8,-9,1.1,-0.1,i
CCOC(=O)C1=NN(c2ccccc2)C(c2ccccc2)CC1=O (stereo not given),/,2,-3,4,-1,-2,-1.7,0.7,i
COc1cccc(CC(=O)OCC(=O)NCC(=O)Nc2cccc(C)c2C)c1,0.6,-1,?,2,-9,/,/,6.0,i
COc1ccc(-c2cc(C(=O)Nc3c(C)n(C)n(-c4ccccc4)c3=O)c3ccccc3n2)cc1,1.5,4,-1,16,-6,0,0.0,-4.1,-0.2
N#Cc1nc(-c2ccc(F)cc2)oc1N1CCCC1,/,5,-5,1,-6,2,0.8,-0.4,i
CCOc1ccc(NS(=O)(=O)c2ccc(OCC(=O)N3CCCC3)cc2)cc1,/,6,4,8,-4,-1,0.2,-0.1,i
O=C(NC1=NCCS1)c1ccccc1OCc1ccc(F)cc1,1.2,10,-6,6,-12,-5,1.4,-0.7,i
CCOc1ccc(N(C(C)=O)C2C=CS(=O)(=O)C2)cc1 (stereo not given),0.7,5,-3,5,2,2,-0.5,1.3,-0.2
Cc1ccccc1C1CC(=O)NC2=C1C(=O)CCC2 (stereo not given),/,-2,-1,3,-11,-4,0.0,-0.2,11
Cc1ccn2c(=O)c(NC(=O)c3cccc4ccccc34)c(C)nc2c1,0.6,-5,-4,6,-1,/,2.0,-0.9,i
CCOC(=O)c1ccc(NC(=O)CSc2nnc(-c3ccncc3)n2C)cc1,/,8,2,5,-12,-2,0.1,0.4,-0.3
COc1cc(C(=O)OC(C)C(=O)Nc2ccc3c(c2)OCCO3)cc(OC)c1OC (stereo not given),2.0,-5,2,-8,-1,/,-0.5,3.1,i
Cc1ccc(NS(=O)(=O)c2ccc(-n3cccn3)cc2)cc1Cl,1.0,10,-5,7,/,/,/,0.2,-3.0
COc1ccc(S(=O)(=O)c2cnc3ccccc3n2)cc1,-1.6,8,-2,2,-3,5,0.9,-0.3,-0.2
Cc1nnc(SCC(=O)N2CCCC2)n1-c1ccc(F)cc1,0.9,4,4,-4,-4,/,-1.4,-1.1,i
COc1cnc(-c2ccccn2)nc1Oc1ccccc1,-0.1,-3,-5,1,64*,5,1.8,-1.7,i
FC(F)(F)c1nnc(-c2ccccc2)nc1Sc1ccc(Cl)cc1,/,-8,-12,4,-11,0,1.3,0.4,-0.2
Cc1cc(N2CCC(C)CC2)n2nc(C)c(-c3ccccc3)c2n1,/,4,3,-11,-3,-1,1.7,0.2,0.3
CCC/C(=C1/c2ccccc2C(=O)N1c1ccccc1)c1ccc(O[C@@H]2CCCCO2)cc1,0.7,0,-13,11,-18,/,2.7,0.4,i
CC(OC(=O)c1cc(Br)ccc1O)C(=O)NC1(C#N)CCCCC1 (stereo not given),3.2,3,-3,-10,-13,/,0.7,2.9,i
O=C(Nc1ccnn1C1CCN(Cc2ccccc2OC(F)F)CC1)c1cccc(F)c1,0.2,-6,-1,11,-10,2,-0.1,-0.6,-0.4
CCN1C(=O)CSc2ccc(C(=O)NC3CCCCC3)cc21,/,-1,-2,0,0,-2,1.3,-0.3,0.6
O=C(CNS(=O)(=O)c1ccccc1)NCC(=O)OCc1ccc(Cl)cc1,1.3,2,-5,12,9,5,-0.3,-0.4,i
O=C(Nc1ccc2ccccc2c1)c1ccc(NS(=O)(=O)c2ccc(Br)s2)cc1,/,7,-1,0,-5,6,-2.0,0.6,-0.3
Cc1cccc(-n2nnnc2SCC(=O)NC2CCCC2)c1,-0.1,6,2,-5,0,/,-0.3,0.4,i

# Structures from the list above containing a CF3 group (two):
SMILES,TcdB inh,PrPC TRFRET,Anthrax LF inh2,Y pestis TopoI,PriA SSB inh,SARS 3CLpro inh,PfHsp40 yeast,BoNT A protease,Vc quorum ag
COc1ccc(C)cc1S(=O)(=O)N1CCN(c2cccc(C(F)(F)F)c2)CC1,/,-1,1,41,-1,5,1.0,0.7,-5.0
FC(F)(F)c1nnc(-c2ccccc2)nc1Sc1ccc(Cl)cc1,/,-8,-12,4,-11,0,1.3,0.4,-0.2

# The list goes on:
SMILES,TcdB inh,PrPC TRFRET,Anthrax LF inh2,Y pestis TopoI,PriA SSB inh,SARS 3CLpro inh,PfHsp40 yeast,BoNT A protease,Vc quorum ag
COc1cccc2cc(C(=O)CS(=O)(=O)c3ccc(Cl)cc3)c(=O)oc12,2.9,-2,-1,-2,-13,-3,-0.7,0.7,-0.7
COC(=O)C(NS(=O)(=O)c1ccccc1Br)C(C)C (stereo not given),0.6,4,-3,-1,-5,/,-1.5,0.4,i
CCn1cc(CN2CCC(C(=O)Nc3cccc(-c4cccc(OC)c4)c3)CC2)cn1,1.4,1,-1,-6,-2,-2,-1.4,2.1,i
COC(=O)C(C(=O)OC)C(C[N+](=O)[O-])c1ccc(O)c(OC)c1 (stereo not given),/,-6,0,-5,-6,-5,-0.4,-0.7,1.3
CN(C)CCCOC(=O)Cc1ccc(Cl)cc1,/,6,2,3,-7,-6,0.9,-0.2,/
Cc1ccc(NC(=O)CN(C)C(=O)c2cc3ccccc3o2)cc1,0.8,4,-5,0,-5,1,1.2,-0.4,-0.3
CSc1nnc(C)c(=O)n1COC(=O)COc1ccc(Cl)cc1Cl,0.7,6,-3,2,-18,-1,1.3,-0.3,-0.3
O=C(NC1CCCC1)C(c1ccncc1)N(C(=O)Cc1cccs1)c1ccccc1 (stereo not given),0.0,-5,2,-3,-9,3,-0.5,0.3,3.3
COc1ccccc1C(=O)N/C(=C/c1ccc(Br)cc1)C(=O)NCC(=O)O,/,5,2,-7,4,2,-0.1,1.6,-1.8
COC(=O)C1=C(C)N(CCCC(=O)O)C(=O)NC1c1cccs1 (stereo not given),-0.1,2,3,-7,-5,0,0.4,0.1,-0.5
O=C(c1ccco1)N1CCN(C(c2ccccc2)c2nnnn2C2CCCC2)CC1 (stereo not given),/,-3,0,8,-10,1,1.3,0.9,-0.9
CCOC(=O)C(Cc1ccccc1)NC(=O)CCc1c(C)nc2ncnn2c1C (stereo not given),/,1,-4,1,-4,-1,0.0,-0.1,-2.9
CN(C)c1ccc(C2Nc3ccccc3C(=O)N2NS(=O)(=O)c2ccccc2)cc1 (stereo not given),0.9,6,-4,6,-12,0,0.2,-0.3,i
C[C@H](CO)N1C[C@H](C)[C@H](CN(C)S(=O)(=O)c2ccccc2)Oc2ccc(NC(=O)NC3CCCCC3)cc2CC1=O,0.6&-0.2,5,0,7,-9,/,0.4,-0.1,i
S=C1NCN(Cc2cccnc2)CN1c1cccc2ccccc12,1.2,-6,?,-3,-10,7,/,1.2,-1.1
Cc1ccccc1OC(=O)Cn1c(C(F)(F)F)nc2ccccc21,/,0,0,-3,-22,3,-0.9,-0.3,i
O=C(c1cc2cc(Br)ccc2o1)N1CCCC1,0.7,2,-3,7,-12,-1,0.1,-0.5,i
Cn1c(=O)c(NC2CCCCC2)c2c3c(cccc31)C(=O)c1ccccc1-2,-1.2,1,23,4,-6,-5,/,44*,-0.4
Cc1ccc(-n2nnnc2-c2cnc(N3CCCC3)nc2C(F)(F)F)cc1,/,20,0,26,-27,1,0.8,0.2,i
O=C(C1=C[C@H](C2CCCCC2)C[C@H](OCCCCO)O1)N1CCN(Cc2ccc3c(c2)OCO3)CC1,/,/,-4,23,8,-1,0.7,-0.2,-0.4
CCCOc1ccc(/C=c2\sc3ncnn3c2=O)cc1,0.0,6,-4,0,/,0,-0.2,0.6,i
NC(=O)CSc1nnc(NC(=O)c2ccc(S(=O)(=O)N3CCCCC3)cc2)s1,0.5,4,0,-2,2,/,-1.3,-1.1,-1.9
Cc1ccc(S(=O)(=O)c2nc(S(C)(=O)=O)sc2N2CCCC2)cc1,-0.7,-9,2,1,3,-6,-0.2,0.1,0.4
CSc1nnc(CNS(=O)(=O)c2ccc(Cl)cc2)n1C,0.6,-6,-3,2,-10,-7,-1.3,-0.4,-0.3
COc1ccccc1-c1cc(N)n(S(=O)(=O)c2cccc3nsnc23)n1,2.1,-18,-8,3,15,3,-0.3,-0.4,-0.7
COc1cccc(/C=C2\C(=O)N(c3cccc(C)c3)C(=O)c3ccccc32)c1,2.0,-3,-3,-3,3,-1,-1.0,0.0,-0.2
CCS(=O)(=O)N1CCC(C(=O)Nc2cccc(F)c2)CC1,1.3,-8,0,-4,1,-4,-2.1,-0.5,0.4
COc1ccc(NC(=O)C[C@H]2C(=O)N(CCc3ccccc3)C[C@@H]2C)cc1,-9.2,21,1,6,/,/,/,-0.1,-0.3
CN(C)CCCN(C(=O)c1ccc(S(=O)(=O)N2CCCCCC2)cc1)c1nc2ccc(Br)cc2s1,0.5,-2,-2,-4,32,1,-1.3,2.9,i
O=C(CSc1nnc2ccccn12)c1ccc2c(c1)OCCO2,/,-1,-1,-8,5&-11,6,0.6,0.3,+
NS(=O)(=O)c1ccc(CCNC(=O)c2ccc(Cl)c(S(=O)(=O)N3CCCCCC3)c2)cc1,0.8,10,-1,21,3,/,0.6,0.3,-1.7
N/C(Cc1ccc(Cl)cc1)=N\OC(=O)c1cccc2ccccc12,/,0,-2,-1,/,1,4.0,-0.3,-0.9
Cc1ccnc(NC(=S)NC(=O)/C=C/c2ccco2)c1,/,2,0,-6,-11,1,-2.3,0.1,i
COc1cc(NC(=O)CSc2nnc3ccc(-c4ccncc4)nn23)cc(OC)c1,-0.8,-24,-4,4,-4,2,-0.7,0.3,-2.1
CC(=O)c1c(C)[nH]c(C(=O)COC(=O)c2cc(C)oc2C)c1C,-0.3,6,-7,-8,-4,/,-1.9,-0.7,-1.9
O=C(OCC(=O)c1c[nH]c2ccccc12)c1ccco1,/,-4,1,-2,-3,3,0.4,1.1,-0.5
COc1cc(CSC)nc(-c2ccccc2)n1,0.0,-3,1,11,-5,3,-0.5,-0.2,-0.4
Cc1csc(NC(=O)c2cccn2C)n1,/,5,-3,1,8,2,-1.8,0.0,i
CSc1nc(C)c2c(c1C#N)CCCC2,/,0,-1,-4,-52,-3,-0.1,1.6,0.4
NCCCC(=O)N1c2ccccc2Sc2ccccc21,2.1,-4,3,-6,-14,-1,-0.9,0.2,-0.2
NS(=O)(=O)c1ccc(CCNC(=O)c2cccc([N+](=O)[O-])c2)cc1,1.5,-10,-2,2,3,-4,2.4,-1.6,-0.3
COc1ccccc1OCC(=O)Nc1sc2c(c1C(N)=O)CCC2,-0.3,-4,/,-3,2,/,0.0,/,-0.5
NNc1nc2c(-c3ccc(F)cc3)nnn2c2ccccc12,-0.7,0,-2,2,-9,4,-0.8,4.4,0.8
CCOC(=O)CN1C(=O)C(C)(C)Oc2ccc(C(=O)NC(C)(C)CC)cc21,/,2,?,6,-9,-2,-1.3,?,-0.3

# Screening data deposited in PubChem by several laboratories.
